# ELG1 genotox = qHTS screen for small molecules that induce genotoxicity in human embryonic kidney (HEK293T) cells expressing luciferase-tagged ELG1; HEK293T ELG1-luciferase reporter, luminescence, 16 h; AID 504466, 2011; Potency, µM (top dose mostly 46 µM), without a hit: at the highest dose activity change, positive = activation, most hits filed as activators; hit rate 1.3% among 330,000; further: % of control where 0% means no effect; nearly all actives have a fitted effect of over 60% in size
#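 HEK293T cells expressing luciferase-tagged ELG1 were treated with compound or DMSO for 16 hr at 37°C. Luciferase activity was then read after 30 min with ONE-Glo at room temperature; rising signal flags genetic stress.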
# FLuc counter = qHTS profiling assay for firefly luciferase inhibitor/activator using purifed enzyme and Km concentrations of substrates (counterscreen for miR-21 project); hit rate 6.9% among 360,000; Potency, µM (titrated, usually from 57.5 µM), for the others: at the top dose activity change, negative = inhibition, actives largely listed as inhibitors; Luciferin 4-monooxygenase (Photinus pyralis), P08659; purified FLuc, Km substrates, luminescence inhibition;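 further: plate controls were vehicle for no effect and reference inhibitor for full effect; nearly all actives have a fitted effect of over 55% in size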
# Target sequence (P08659 whole entry, looked up): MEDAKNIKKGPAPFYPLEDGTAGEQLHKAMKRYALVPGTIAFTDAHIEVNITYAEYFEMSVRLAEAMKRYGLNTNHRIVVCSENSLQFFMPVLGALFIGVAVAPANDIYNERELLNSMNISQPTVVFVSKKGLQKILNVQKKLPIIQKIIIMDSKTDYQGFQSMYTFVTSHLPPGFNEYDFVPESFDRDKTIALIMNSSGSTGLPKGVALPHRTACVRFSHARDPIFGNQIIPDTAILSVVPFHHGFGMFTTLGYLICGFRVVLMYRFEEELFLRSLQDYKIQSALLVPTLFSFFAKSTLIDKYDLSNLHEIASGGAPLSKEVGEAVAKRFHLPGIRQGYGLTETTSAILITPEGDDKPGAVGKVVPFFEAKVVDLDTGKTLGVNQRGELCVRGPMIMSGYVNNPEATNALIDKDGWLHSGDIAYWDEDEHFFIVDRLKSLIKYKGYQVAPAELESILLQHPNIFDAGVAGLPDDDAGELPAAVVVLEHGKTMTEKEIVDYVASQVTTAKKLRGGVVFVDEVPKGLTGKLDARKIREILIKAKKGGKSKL
#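 Purified P. pyralis luciferase, 10 nM final, with Km-level 10 uM D-luciferin and 10 uM ATP in 50 mM Tris acetate pH 7.5, 10 mM Mg acetate, 0.01% Tween-20, 0.05% BSA; 6-point qHTS titration about 60 µM downward; luminescence read.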
# MBNL1-CUG inh = qHTS Assay for Inhibitors of MBNL1-poly(CUG) RNA binding; Muscleblind-like protein 1 (Homo sapiens), Q9NR56; TR-FRET MBNL1-His/biotin-(CUG)12 binding, 665/545 ratio; Potency, µM (doses to about 57.5 µM), without a hit: at the top dose activity change, negative = inhibition, usual class: inhibitors; hit rate 0.036% among 280,000; AID 2675, 2010; active means well fitted inhibition curve with a large enough effect in the signal ratio, with a control signal flat, not every such curve was filed as active; inconclusive means small, poorly fitted or top-dose-only effect, or effect the other way, or a change in a side signal; inactive means no such curve, though single readings can be large or run the other way; the % refers to the signal ratio; further: on the % scale 0 is the no-effect control and ±100 the full control effect
#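 His-tagged MBNL1 binding to biotinylated (CUG)12 RNA was measured by TR-FRET using terbium anti-His antibody (0.055 ng/ul final) and streptavidin-XL665 (5 nM final). Compounds were titrated 92 nM to 58 uM; 60 min at room temperature.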
# p53 reactivator = qHTS assay for re-activators of p53 using a Luc reporter; Potency, µM (highest dose often 92.2 µM), for inactives: at the highest dose activity change, positive = activation, most hits filed as activators; hit rate 0.063% among 320,000; H1299 p53-A138V BP100-luciferase reporter, luminescence, 24 h; AID 504706, 2011; further: % of control where 0% means no effect; nearly all actives have a fitted effect of over 45% in size
#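 H1299 (p53-null), stable ts p53-A138V + BP100-Luc; 1000 cells/well, Opti-MEM/10% FBS; cpd 4 pt, 1:5; 24 h, 37 deg C, 5% CO2; detection reagent 10 min RT; luminescence.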
# Gal4-VP16 FLuc = VP16 counterscreen qHTS for inhibitors of ROR gamma transcriptional activity. Drosophila S2 Gal4-VP16 UAS-luciferase, luminescence, 20 h. hit rate 3.5% among 310,000. Potency, µM (top dose mostly 53.6 µM), without a hit: at the highest dose activity, negative = inhibition, usual class: inhibitors. AID 2546, 2010;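 further: Gal4-VP16 expression switched on by copper sulfate through the metallothionein promoter; on the % scale 0 is the no-effect control and ±100 the full control effect; nearly all actives have a fitted effect of over 50% in size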
# Rab9 prom act = qHTS Assay for Rab9 Promoter Activators. Huh7 Rab9 promoter-luciferase reporter, luminescence, 24 h. Potency, µM (highest dose often 9.22 µM), inactives show at the top dose activation, negative = inhibition, hits mostly activators. hit rate 2.8% among 320,000. AID 485297, 2010; further: % of control where 0% means no effect; nearly all actives have a fitted effect of over 60% in size
#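 Using Huh7 cells stably transfected with Rab9 promoter–luciferase, compounds were incubated 24 h at 37 °C, 5% CO2; luciferase luminescence was read 10 min after reagent addition.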
# BRCA1 expr act = qHTS Assay to Identify Small Molecule Activators of BRCA1 Expression. MCF7-BRCA1-FFLuc reporter, luminescence, 48 h; response scale: scaled: vehicle 0%, 10 µM genistein 100%. Potency, µM (series often up to 46.1 µM), inactives show at the top dose activation, actives largely listed as activators. hit rate 1.1% among 380,000; further: nearly all actives have a fitted effect of over 80% in size; some results filed as inactive show a strong effect at the top dose
#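 Using MCF7 cells harboring a BRCA1 firefly luciferase reporter, plated 2 h before compound pinning, the screen measured luminescence after 48 h incubation. Responses were normalized to DMSO and 10 microM genistein, then fitted for concentration-effect.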
# RORgamma inh = qHTS for inhibitors of ROR gamma transcriptional activity | Nuclear receptor ROR-gamma (Mus musculus), P51450 | Drosophila S2 Gal4-RORgamma UAS-luciferase reporter, 20 h | Potency, µM (top dose mostly 53.6 µM), for inactives: top-dose activity change, negative = inhibition, usual class: inhibitors | hit rate 5.4% among 310,000 | AID 2551, 2010; further: on the % scale 0 is the no-effect control and ±100 the full control effect; nearly all actives have a fitted effect of over 60% in size
# Target sequence (P51450 whole entry, looked up, the tested form may be a part): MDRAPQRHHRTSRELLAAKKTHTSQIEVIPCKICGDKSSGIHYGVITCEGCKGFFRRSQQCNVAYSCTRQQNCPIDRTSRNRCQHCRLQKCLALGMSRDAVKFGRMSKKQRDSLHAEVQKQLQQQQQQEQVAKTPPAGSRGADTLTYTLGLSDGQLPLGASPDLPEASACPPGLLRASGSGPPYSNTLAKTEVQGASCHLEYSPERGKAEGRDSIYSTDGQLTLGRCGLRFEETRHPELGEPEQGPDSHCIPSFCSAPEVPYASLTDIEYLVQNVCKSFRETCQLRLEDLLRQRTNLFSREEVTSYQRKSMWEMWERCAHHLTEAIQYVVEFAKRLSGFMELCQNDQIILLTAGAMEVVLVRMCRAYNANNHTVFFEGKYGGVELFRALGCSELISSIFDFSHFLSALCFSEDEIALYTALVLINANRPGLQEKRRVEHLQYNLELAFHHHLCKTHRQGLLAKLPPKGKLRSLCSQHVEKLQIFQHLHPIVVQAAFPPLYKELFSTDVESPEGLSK
#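 A Gal4/UAS one-hybrid system in insect cells: metallothionein-promoter Gal4–ROR gamma fusion plus Photinus luciferase reporter. Copper sulfate 700 uM final, 20 hr ambient incubation, luminescent detection after 10 min with reagent.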
# NPC1 promoter act = qHTS Assay for NPC1 Promoter Activators | hit rate 2.4% among 320,000 | Huh7 NPC1 promoter luciferase reporter, 24 h | Potency, µM (top dose mostly 9.22 µM), without a hit: at the highest dose activation, most hits filed as activators;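 further: % of control where 0% means no effect; nearly all actives have a fitted effect of over 60% in size; reporter is driven by a mutant NPC1 promoter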
#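 Luciferase expression driven by the NPC1 promoter was measured in stably transfected Huh7 cells after a 24 h compound incubation, using a luciferase reagent and a luminescence read.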
# uPA generation = qHTS for Inhibitors of Cell Surface uPA Generation; cell surface uPA generation assay, qHTS; AID 540303, 2011; hit rate 0.31% among 330,000; Potency, µM (series often up to 38.3 µM), for the others: top-dose activity change, negative = inhibition, hits mostly inhibitors; active means well fitted inhibition curve with a large enough effect; inconclusive means small, poorly fitted or top-dose-only effect; inactive means no such curve, though single readings can be large or run the other way; tested in mouse RAW 264.7 cells; further: on the % scale 0 is the no-effect control and ±100 the full control effect; nearly all actives have a fitted effect of over 55% in size
# Starred values were filed as active, the others as inactive; ? = inconclusive; / = no result given; & = joins results of further samples; [ ] = dose if it differs, or a comment. Unless noted, the call rests on the fitted dose curve; in most records, active means well fitted curve in the direction sought with a large enough effect; inconclusive means small, poorly fitted or top-dose-only effect, or another doubt; inactive means no such curve, though single readings can be large; an effect the other way counts as inactive or inconclusive. Potency means the concentration at half of the fitted maximal effect.
SMILES,ELG1 genotox,FLuc counter,MBNL1-CUG inh,p53 reactivator,Gal4-VP16 FLuc,Rab9 prom act,BRCA1 expr act,RORgamma inh,NPC1 promoter act,uPA generation
COc1ccc(C(=O)NNC(=O)c2ccccc2[N+](=O)[O-])cc1Br,-1%,-18%,?,-4%,-19%,-6%,-59%,4%,-2%,-8%
Cc1ccc2cccc(OCC(=O)c3cc(C)n(Cc4ccco4)c3C)c2n1,-5%,?,/,0%,-1%,21%,/,42%,18%,/
C=CCNC(=S)NC(=O)c1oc2ccccc2c1C,?,9.5µM*,10%,24%,?,4µM*,87%,6.3µM*,?,1%
O=C(CCCCCn1nnc2ccccc2c1=O)Nc1ccccc1F,-3%,5%,10%,-2%,-4%,11%,1%,15%,-2%,2%
O=C(Nc1ccc2c(c1)OCCO2)C1CC(c2ccccc2Cl)=NO1 (stereo unspecified),6%,19µM*,-5%,-4%,13%,4µM*,?,-27%,4µM*,2%
COc1ccc(-c2noc(CSc3nc(N)c(-c4ccccc4)c(=O)[nH]3)n2)cc1OC,-7%,4%,-4%,-6%,4%,2%,-13%,10%,0%,-5%
O=c1ccnc(SCCC(F)=C(F)F)[nH]1,2%,-15%,2%,7%,-10%,-4%,-1%,-17%,-3%,2%
COCCCNC(=S)N/N=C/c1ccc2c(c1)OCO2,-1%,?,14%,-1%,?,5%,-2%,5.6µM*,-2%,13%
Cc1cc(C)c(C)c(S(=O)(=O)N2CCC(C(=O)OCC(=O)NC3CCS(=O)(=O)C3)CC2)c1C (stereo unspecified),3%,/,/,-7%,/,/,-15%,/,/,2%
CNC(=O)/C=C/c1cc(C(=O)c2ccc(Cl)cc2Cl)cn1C,8%,1%,?,1%,-1%,-3%[1.84 µM],-29%,0%,-13%,-9%

# Copied from the list.
# ELG1 genotox result of COCCCNC(=S)N/N=C/c1ccc2c(c1)OCO2 : -1%
# p53 reactivator result of Cc1ccc2cccc(OCC(=O)c3cc(C)n(Cc4ccco4)c3C)c2n1 : 0%

# Additional compounds follow.
SMILES,ELG1 genotox,FLuc counter,MBNL1-CUG inh,p53 reactivator,Gal4-VP16 FLuc,Rab9 prom act,BRCA1 expr act,RORgamma inh,NPC1 promoter act,uPA generation
CC(C)(C)c1ccc(S(=O)(=O)Nc2ccc(C(=O)N3CCCC3)cc2)cc1,0%,-13%,-8%,1%,-10%,-1%,-19%,18%,0%,-13%
Cn1c(=O)n(CC(=O)NC2CCCCC2)c(=O)c2ccccc21,-7%,-2%,-1%,5%,5%,-1%,3%,31%,1%,9%
CCOC(=O)c1sc(NC(=S)NC(=O)c2ccco2)nc1C,11%,?,5%,?,0%,19%,9%,?,17%,-3%
COC(=O)Cn1c2c(c3cc(C)ccc31)CCCC2NC(C)c1ccccc1 (stereo unspecified),-1%,-1%,2%,4%,?,1%,1%,34%,-3%,0%
COc1cc(OC)cc(-n2nnnc2SCC(=O)Nc2ccc(C(C)=O)cc2)c1,0%,6%,3%,-4%,-2%,0%,5%,1%,1%,2%
O=C(Nc1ccccc1N1CCCCC1)c1ncoc1-c1cccc(F)c1,-2%,-1%,-7%,-2%,2%,-2%,-53%,7%,-4%,4%
Cc1cc(C)n2c(SCC(=O)Nc3ccccc3C#N)nnc2n1,0%,0%,/,-5%,/,4%,-29%,/,-6%,3%
CCOc1ccc(NC(=O)C2CCN(S(=O)(=O)c3cccs3)CC2)cc1,-16%,2%,-1%,-5%,-1%,-5%,-13%,30%,0%,-22%
CC(=O)Oc1ccc2c(=O)c(Oc3ccccc3)coc2c1OC(C)=O,-1%,-21%,/,6%,-1%,-10%,-19%,0%,-4%,-9%
O=C(Cc1nc2ccccc2s1)c1ccc(O)cc1O,?,?,?,?,/,3.2µM*,/,-31%[0.365 µM],3.2µM*,/
CC(C)n1ncc2c(C(=O)NCCOc3ccccc3F)cc(C3CC3)nc21,-3%,/,/,-11%,/,/,-42%,/,/,3%
COc1ccc(C2=CC3=C(Br)C(=O)C(C)(O)C(=O)C3=CO2)cc1 (stereo unspecified),3%,2%,95%[activator],6%,-5%&4%,-1%,5%,15%&-11%,-1%,-9%
O=C(CN1CCOCC1)Nc1nc(-c2ccccc2)cs1,0%,-10%,5%,2%,20%,4%,4%,8%,2%,2%
CCOc1ccc(N/C(N)=N/c2nc(C)c(C)c(=O)[nH]2)cc1,-1%,0%,-1%,-3%,0%,-18%,-36%,0%,-2%,0%
Cc1nc(-c2ccc(C#N)cc2)cs1,1%,-5%,/,8%,-17%,1%,24%,8%,3%,9%
Cc1ccc(NC(=O)c2c3c(nc4ccccc24)CCC3)cc1S(=O)(=O)N(C)C,5%,?,-8%,-2%,4%,0%,-24%,-16%,-5%,-2%
COc1ccc(CC(=O)O/N=C(\N)c2ccc(Br)cc2)cc1OC,14%,-12%,-1%,5%,-22%,4%,-6%,?,3%,1%
O=C(CN1C(=O)COc2ccccc21)N(Cc1ccc2c(c1)OCO2)CC1CCCO1 (stereo unspecified),3%,0%,1%,-3%,-6%,-2%,7%,-16%[10 µM],2%,/
CCOc1ccccc1N(CC)C(=O)c1ccc2c(=O)n3c(nc2c1)CCCCC3,-5%,0%&-2%,13%,-2%,10%,-3%,-20%,-8%,-1%,-10%
COc1ccc(CCN2CC(C(=O)N3CCC(O)(c4ccccc4)CC3)CCC2=O)cc1 (stereo unspecified),-7%,1%,-3%,-9%,0%,-1%,-20%,-3%,-3%,-4%
O=C(C[C@H]1C/C=C\CC[C@@H](Cc2ccc(F)cc2)C(=O)OC[C@H]2CCCN2C1=O)N[C@@H](CO)Cc1ccccc1,-1%,/,/,-1%,/,/,0%,/,/,2%
Cc1cc(C)cc(N(CC(=O)NCc2cccnc2)S(C)(=O)=O)c1,1%,-4%,8%,0%,-5%,0%,5%,14%,-5%,13%
Cc1ccccc1-c1nc(CN2CCCC(C(=O)NCCCN3CCOCC3)C2)c(C)o1 (stereo unspecified),0%,0%,-3%,-6%,3%,-4%,-10%,15%,6%,2%
CCN(CCO)Cc1cc(=O)oc2cc3c(cc12)CCC3,11%,0%,10%,0%,-2%,-3%,1%,-25%,-5%,-7%
COc1ccc(C2=NO[C@@H]3C(=O)N(Cc4ccccc4)C(=O)[C@H]23)cc1OC,2%,5%,12%,1%,6%,-11%,14%,-2%,-1%,/
O=C(Nc1ccc(F)cc1)N1CCN(C/C=C/c2ccccc2)CC1,0%,-3%,-6%,-2%,0%,6%,-10%,?,3%,-3%
Cc1ccc(-c2ccnc(=S)[nH]2)cc1,7%,-12%,23%,11%,3.5µM*,20%,52%,2.8µM*,0%,14%
CCOC(=O)c1c(S(=O)(=O)Nc2cccc(-c3ccno3)c2)c(C)n(C)c1C,3%,2%,-3%,-14%,-4%,-2%,-34%,-25%,0%,1%
COc1cc(CC(=O)NNC(=O)c2cccs2)cc(OC)c1OC,0%,/,/,3%,/,/,7%,/,/,-2%
C=C(C)C(=O)Nc1ccc(NC(C)C)cc1,9%,-7%,-2%,12%,4%,-1%,14%,5%,1%,-7%
Cc1cc(N2CCOCC2)ncc1[N+](=O)[O-],2%,3%,?,5%,-5%,-2%,-2%,-10%,-1%,2%
O=C(O)/C(=C\c1cn(-c2ccccc2)nc1-c1cccnc1)NC(=O)c1ccccc1,-1%,-1%,-7%,-1%,-10%,-6%,-2%,4%,0%,-16%
O=C(CCc1nc2ccccc2c(=O)[nH]1)N1CCCc2ccccc21,?,?,/,13%,/,8%,-26%,/,0%,2%
COc1cccc(OCCCn2cc(/C=C3/C(=N)N4C=C(C)SC4=NC3=O)c3ccccc32)c1,17%,-3%,/,3%,1.4µM*,11%,-34%,2.2µM*,10%,0%
COc1cc(/C=C2/C(=N)N3C=CSC3=NC2=O)ccc1OCCOc1ccc(NC(C)=O)cc1,0%,-1%,/,0%,-10%,15%,-14%,-5%,4%,0%
O=C(CN1CCN(C(=O)c2cccc(S(=O)(=O)N3CCCC3)c2)CC1)Nc1cccc(F)c1,-2%,0%,/,2%,/,-1%,1%,/,-1%,-14%
CCN(CC(=O)NCc1cccs1)C(=O)c1cccc(Cl)c1,0%,/,/,3%,/,/,9%,/,/,?
C/C(=N\OCc1nc2ccccc2c(=O)n1/N=C/c1cc([N+](=O)[O-])ccc1O)c1ccccc1,17%,24µM*,31%[activator],?,?,13%,-19%,10µM*,16%,-2%
Cc1ccc(-c2nc3sc4c(c3c(=O)n2N)CC(C)(C)OC4)cc1,0%,-1%,-6%,-3%,10%,4%,1%,-40%,0%,-1%
CNC(=O)CC1C(=O)N(c2ccc(F)cc2)C(=S)N1NC(=O)c1ccc(Br)cc1 (stereo unspecified),-3%,-3%,-4%,?,?,3%,4%,-42%,2%,10%

# Source: PubChem
